USP2a block: blocks human ubiquitin-specific protease USP2a; USP2 core, Ub-CHOP2 coupled fluorogenic reporter, 485/531; Potency, µM (top dose mostly 38.3 µM), for inactives: top-dose activity change, negative = inhibition, most hits filed as inhibitors; 0.01% of 330,000 active; AID 463254;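 also: potency is read from the fitted curve at half-maximal effect; plate controls were DMSO wells for no effect and full inhibition by NEM control for full effect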
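USP2 core (10nM final) preincubated 30min RT with compound in 20mM Tris-HCl pH 8.0, 2mM CaCl2, 2mM beta-mercaptoethanol, 0.05% CHAPS; 25nM Ub-CHOP2 plus 25nM reporter substrate added, fluorescence (Ex485/Em531) read after 60min.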
B2AR arrestin: agonists driving beta-arrestin recruitment to human beta2-adrenergic receptor. beta-arrestin recruitment to beta2AR, cell-based reporter. P07550. Potency, µM (top dose mostly 46.1 µM), for the others: top-dose activation, most hits filed as activators. 0.02% of 330,000 active;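 also: potency is read from the fitted curve at half-maximal effect; 0% = DMSO controls and full agonism = EC100 isoproterenol or metaproterenol; nearly all actives have a fitted effect of over 65% in size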
CXXC DNA block: inhibitors of human MLL CXXC domain-DNA interaction | Q03164 | MLL-CXXC / FITC-HOXA9 DNA fluorescence polarization | Potency, µM (series often up to 115 µM), without a hit: top-dose activity change, negative = inhibition, usual class: inhibitors | 0.037% of 290,000 active; active = well fitted inhibition curve with a large enough effect in the polarisation, with a control signal flat, not every such curve was filed as active; inconclusive = small, poorly fitted or top-dose-only effect, or effect the other way, or a change in a side signal; inactive = no such curve, though single readings can be large or run the other way; the % refers to the polarisation; also: potency is read from the fitted curve at half-maximal effect
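Purified MLL-CXXC (added from a 7 uM solution) was preincubated 5 min at ambient with pinned compounds in 50 mM Tris-HCl pH 7.5, 50 mM NaCl, 1 mM DTT, 0.05% BSA. Fluorescein-labeled HOX-A9 DNA (50 nM solution) followed, 30 min, then polarization read.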
GALK inh: blocks human galactokinase activity; P51570; Purified GALK, Kinase-Glo residual ATP luminescence; Potency, µM (titrated, usually from 57.5 µM), for inactives: top-dose activity change, negative = inhibition, hits mostly inhibitors; 0.007% of 270,000 active; also: potency is read from the fitted curve at half-maximal effect; % is scaled to controls: 0 for no effect and ±100 for the full control effect
Target sequence (P51570 whole entry, looked up): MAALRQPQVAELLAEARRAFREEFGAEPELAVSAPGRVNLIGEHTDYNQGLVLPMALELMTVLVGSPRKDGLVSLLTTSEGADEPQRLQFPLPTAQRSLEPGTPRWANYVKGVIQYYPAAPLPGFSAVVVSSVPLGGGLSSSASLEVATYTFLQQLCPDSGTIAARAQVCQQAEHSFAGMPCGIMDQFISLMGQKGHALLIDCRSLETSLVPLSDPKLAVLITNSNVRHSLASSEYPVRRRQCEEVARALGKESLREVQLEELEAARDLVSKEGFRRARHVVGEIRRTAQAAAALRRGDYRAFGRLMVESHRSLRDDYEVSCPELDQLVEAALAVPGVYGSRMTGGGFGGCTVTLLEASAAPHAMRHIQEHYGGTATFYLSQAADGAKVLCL
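Human GALK (5 nM) with 35 uM ATP and 100 uM galactose in 20 mM HEPES pH 8.0, 5 mM MgCl2, 60 mM NaCl, 1 mM DTT, 0.01% BSA. After 1 h at room temperature, leftover ATP was read by Kinase-Glo Plus luminescence.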
Menin-MLL TR inh: menin-MLL binding inhibition, Texas Red mutant peptide. O00255. Menin + Texas Red MLL mutant peptide, fluorescence polarization. Potency, µM (series often up to 61.6 µM), inactives show at the top dose FP activity change, negative = inhibition, hits mostly inhibitors. 0.23% of 270,000 active; active = well fitted inhibition curve with a large enough effect in the polarisation, with a control signal flat, not every such curve was filed as active; inconclusive = small, poorly fitted or top-dose-only effect, or effect the other way, or a change in a side signal; inactive = no such curve, though single readings can be large or run the other way; the % refers to the polarisation; also: potency is read from the fitted curve at half-maximal effect; % of control where 0% means no effect; many of its hits are not listed in these tables
Giardia kill: Giardia lamblia killing. 0.15% of 340,000 active. AID 540267. activity change, % at 7.66 µM, hits read low. Giardia lamblia trophozoite viability; in the data active = activity change below about -80%; inconclusive = between about -30% and that limit;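 also: parasites exposed to compound for two days anaerobically before the ATP read; % is scaled to controls: 0 for no effect and ±100 for the full control effect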
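Trophozoites 100 cells/well + cpd; 48 hrs, 37 deg C, anaerobic. ATPLite 1-Step added, 15-30 min RT, luminescence read (ATP-based viability).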
PKM2 act: PKM2 (human) enzyme activation; P14618; purified PKM2, Kinase-Glo ATP luminescence, activation; response scale: 0% is enzyme alone, no compound; Potency, µM (titrated, usually from 57.5 µM), for the others: top-dose activation, most hits filed as activators; 0.34% of 260,000 active; AID 1631; also: potency is read from the fitted curve at half-maximal effect; % is scaled to controls: 0 for no effect and ±100 for the full control effect; nearly all actives have a fitted effect of over 55% in size
Target sequence (P14618 whole entry, looked up): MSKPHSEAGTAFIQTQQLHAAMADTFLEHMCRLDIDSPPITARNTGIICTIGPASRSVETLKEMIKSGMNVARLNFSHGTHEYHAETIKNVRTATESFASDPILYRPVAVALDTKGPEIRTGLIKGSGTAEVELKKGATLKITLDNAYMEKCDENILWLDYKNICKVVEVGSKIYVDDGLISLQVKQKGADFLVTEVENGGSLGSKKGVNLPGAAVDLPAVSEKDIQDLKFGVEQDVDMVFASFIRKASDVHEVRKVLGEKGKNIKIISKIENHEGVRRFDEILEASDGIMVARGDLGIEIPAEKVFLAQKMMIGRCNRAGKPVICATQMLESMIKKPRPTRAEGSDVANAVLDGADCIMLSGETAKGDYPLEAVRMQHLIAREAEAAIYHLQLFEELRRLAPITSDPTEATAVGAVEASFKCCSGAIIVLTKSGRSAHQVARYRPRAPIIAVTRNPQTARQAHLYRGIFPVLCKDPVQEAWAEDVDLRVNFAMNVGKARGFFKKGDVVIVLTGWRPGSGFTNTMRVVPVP
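Purified hPK-M2 (>95% pure) converted ADP (0.1 mM final) to ATP with 0.5 mM PEP in 50 mM imidazole pH7.2, KCl, MgCl2, Tween 20, BSA; 1 h at room temperature. ATP detected by Kinase-Glo luminescence.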
FBPA coupling cs: inhibits coupling enzyme system, counter-screen for aldolase hits; coupling enzyme system counterscreen, AmpLite Red fluorescence; activity change, negative = inhibition, % at 58.2 µM, hits read low; 0.67% of 290,000 active; in the data active = activity change below about -30%; also: % is scaled to controls: 0 for no effect and ±100 for the full control effect
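Final compound at 57.5 uM, incubated 10 min at RT with coupling enzyme reagent (glyceraldehyde-3-phosphate), then 20 min with substrate and AmpLite Red detection. Fluorescence read at 525/598 nm; tests interference with the coupling assay, not aldolase inhibition.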
KCNH2 WT inh: inhibitors of human wildtype KCNH2 potassium channel; U2OS, BacMam KCNH2, thallium flux FluxOr; active compounds read low; AID 720551; 0.37% of 340,000 active; Q12809; activity change, % at 1.84 µM;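 active = maximum activity change below -70%; inconclusive = maximum activity change between -70% and -50%; inactive = maximum activity change above -50%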; also: % is scaled to controls: 0 for no effect and ±100 for the full control effect
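U2OS cells were transduced with wild-type KCNH2 virus (2.03 x 10^8 / mL) for 4 h at room temperature, then cultured overnight at 37 C. Thallium flux was read with FluxOr dye. Rate constants were normalized to DMSO controls.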
TRPV1 ag: agonists of human vanilloid receptor 1 (TRPV1); activation, % at 8.33 µM; TRPV1-expressing cells, Fluo-8 calcium influx, agonist mode; Q8NER1; 0.19% of 320,000 active; in the data active = activation above about 80%; inconclusive = between about 30% and that limit; also: 0% is about no effect
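Fluo-8 calcium influx in TRPV1-expressing cells, kinetic read (ex 480/em 520 nm). Compound added and read 3 min for agonist activity, followed by capsaicin at EC20 final and 2 min further read for enhancement.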
KCNH2 3.1 inh: blocks the human KCNH2 3.1 channel isoform | U2OS KCNH2 3.1, thallium flux FluxOr; active compounds read low | 0.95% of 340,000 active | activity change, % (tested at about 1.8 µM);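 active = maximum activity change below -70%; inconclusive = maximum activity change from -70% to -50%; inactive = maximum activity change above -50%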;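 also: thallium influx rate constant from kinetic fluorescence after stimulation buffer; % is scaled to controls: 0 for no effect and ±100 for the full control effect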
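Virally transduced U2OS (3.1 isoform, 4 h infection in dark at RT) → overnight 37 C → FluxOr + Red40 in HBSS/HEPES, 45 min → stimulation buffer, 2 min kinetic read → rate constant vs DMSO controls.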
The depositor's hits bear a star; u = inconclusive; x = not tested or not shown; [ ] = another dose, or the depositor's remark. Unless noted, calls follow the shape of the dose curve; as a rule, active = well fitted curve in the direction sought with a large enough effect; inconclusive = small, poorly fitted or top-dose-only effect, or another doubt; inactive = no such curve, though single readings can be large; an effect the other way counts as inactive or inconclusive.

SMILES	USP2a block	B2AR arrestin	CXXC DNA block	GALK inh	Menin-MLL TR inh	Giardia kill	PKM2 act	FBPA coupling cs	KCNH2 WT inh	TRPV1 ag	KCNH2 3.1 inh
CCCOc1ccc(-c2nnc(-c3ccco3)o2)cc1	-1%	-0.8%	0%	5%	-1%	-24	3%	1	2	-2	5
O=C(CSc1nnc(C2CC2)n1Cc1ccccc1)c1ccc(S(=O)(=O)N2CCOCC2)cc1	-1%	0.0%	11%	-1%	21%	-5	15%	0	1	1	3
CCc1ccc(C(=O)Nc2nc(C)cs2)s1	1%	-1.0%	u	4%	17%	-21	-15%	-6	-26	u	-8
C=CCn1c(-c2cccc(OC)c2)n[nH]c1=S	5%	-0.3%	7%	1%	-13%	-6	-18%	1	3	1	2
O=C(COC(=O)CNS(=O)(=O)c1cccc(F)c1)NCCc1ccccc1	0%	-0.1%	x	x	x	13	x	x	-5	2	9
NC(=O)c1ccsc1NC(=O)COC(=O)c1ccc([N+](=O)[O-])o1	0%	-0.3%	x	x	x	22	x	x	-7	2	6
Cc1cc(NC(=O)C2CC(c3cccc(Br)c3)=NO2)no1 (stereo not given)	4%	0.1%	-3%	-1%	-5%	10	2%	3	-2	1	-5
CCCc1nc2oc3c(NCCOCCO)ncnc3c2c2c1COC(C)(C)C2	5%	-0.1%	-8%	3%	-3%	-11	3%	3	-9	0	0
CN1C(=O)C(C)(C)N(C(=O)c2cccc([N+](=O)[O-])c2)c2ccccc21	3%	-0.3%	-1%	-3%	2%	-23	-3%	1	0	u	-100*
CCOC(=O)C1=NN(c2ccccc2)C(c2ccccc2)CC1=O (stereo not given)	1%	-0.3%	-1%	-5%	-8%	-9	-1%	-1	-1	12	-3
COc1ccc(-c2nnc(SCC3CCCO3)n2C)cc1 (stereo not given)	3%	0.0%	-2%	-1%	u	-6	8%	3	-4	10	-6
O=C(NCCC1=CCCCC1)C1CCN(S(=O)(=O)c2ccccc2)CC1	8%	0.4%	3%	0%	u	-5	5%	3	10	u	7
COc1ccc(-c2nn(CCC#N)cc2/C=N/O)cc1	0%	-0.9%	8%	1%	2%	10	3%	2	-1	1	-2
CC(NC(=O)CCNC(=O)N1CCn2c1nc1ccccc12)c1ccccc1 (stereo not given)	2%	0.0%	5%	14%	-4%	-19	-9%	4	6	0	-4
COc1ccc2oc(C(=O)N3CCN(S(=O)(=O)c4cccc([N+](=O)[O-])c4)CC3)c(C)c2c1	-2%	-0.7%	16%	5%	x	-20	-7%	x	-12	1	-3
CC(C)C(NS(=O)(=O)c1cccs1)C(=O)N1CCc2ccccc2C1 (stereo not given)	2%	-2.0%	-1%	-3%	-5%	-16	18%	-2	2	19	-1
O=C(NC1CCCCCC1)c1cccs1	1%	-0.9%	-11%	-3%	x	-20	-1%	-9	-83*	x	-3
Cc1[nH]n(-c2ccccc2)c(=O)c1C=NCCc1ccccc1	3%	0.2%	-1%	1%	14%	8	13%	0	29	-1	-1
CC(=O)CCc1ccc2oc(C(=O)O)c(C)c2c1	-3%	0.1%	5%	4%	-2%	8	9%	11	4	-3	2
CCN(CC)S(=O)(=O)N1CCC(C(=O)NCC2COc3ccccc3O2)CC1 (stereo not given)	1%	-0.2%	3%	-5%	-5%	-20	-7%	2	-3	4	1
Cc1ccc(CSCc2ccc(C(=O)NCC3CCCO3)o2)cc1 (stereo not given)	1%	-0.1%	-2%	-1%	-15%	2	-1%	2	-5	24	-18
CCOC(=O)C1=C(C)NC(C)=C(C(=O)OCC)C1/C=C/c1ccccc1	0%	-0.7%	-1%	0%	32%[activator]	-11	6%	-2	7	10	0
CN1CCC(=O)N(CCOc2ccccc2)CC1	1%	0.2%	-6%	x	14%	11	-1%	1	11	1	4
Cc1cc(N)n(-c2nc3ccccc3s2)n1	9%	-0.1%	0%	0%	-14%	-10	10%	2	x	2	-6
CCCc1nnc(NC(=O)CCC(=O)NCc2ccccc2)s1	1%	-0.1%	5%	8%	x	1	x	x	-1	0	10
SMILES	USP2a block	B2AR arrestin	CXXC DNA block	GALK inh	Menin-MLL TR inh	Giardia kill	PKM2 act	FBPA coupling cs	KCNH2 WT inh	TRPV1 ag	KCNH2 3.1 inh
O=C(COCC(=O)N/N=C/c1ccccc1F)N/N=C/c1ccccc1F	-1%	-0.7%	8%	-1%	-3%	-5	-3%	3	12	5	1
CCN(C[C@H]1N[C@@](Cc2ccccc2)(C(=O)OC)[C@H]2C(=O)N(Cc3ccccc3)C(=O)[C@@H]12)C(=O)C1CCCCC1	3%	-0.3%	x	x	x	18	x	x	-1	x	-20
C/C(=N/NC(=O)c1cccs1)c1ccc(NC(=O)COc2ccc(Cl)cc2Cl)cc1	1%	0.1%	7%	x	u	0	-9%	1	8	-2	-21
O=C(Nc1ccc(N2CCN(Cc3ccccc3Cl)CC2)cc1)c1cccnc1	0%	-0.1%	0%	0%	23%	8	1%	0	0	0	-5
CN(C)N1C(=O)CC(N2CCCCC2)C1=O (stereo not given)	3%	0.3%	-3%	7%	-2%	-10	-7%	-1	4	-1	15
NC(=O)C1(NC(=O)[C@@H]2CC3(CC(c4cccc(NC(=O)c5cc([N+](=O)[O-])cc([N+](=O)[O-])c5)c4)=NO3)CN2C(=O)c2ccccc2)CC1 (stereo not given in full)	-3%	-0.3%	1%	3%	u	-13	-4%	-1	19	0	4
Cc1nn(C)cc1CN1CCC(CO)(CCOc2ccccc2)CC1	3%	-0.9%	45%[activator]	1%	1%	-2	2%	1	7	-1	5
COc1ccc(Cc2nn3c(-c4ccccc4Br)nnc3s2)cc1	-4%	0.1%	21%	-2%	-19%	-5	-12%	-4	1	-5	-20
CC(Sc1nnc(C2CC2)n1C1CC1)C(=O)Nc1cccc(S(=O)(=O)N2CCOCC2)c1 (stereo not given)	1%	-0.1%	x	x	x	24	x	x	-15	-1	-1
Cc1ccc(NC(=O)COC(=O)c2cc(=O)c3ccccc3o2)cc1F	2%	-0.7%	x	x	x	19	x	x	2	-1	31
COc1ccc(NC2CCCN(C(=O)C3(C)CCCCC3)C2)cc1 (stereo not given)	2%	0.8%	13%	0%	-15%	22	x	1	-5	u	5
CSCCC(NC(=O)c1ccccc1)C(=O)OCC(=O)Nc1ccc(C)c(Cl)c1 (stereo not given)	-11%	-1.0%	7%	-2%	14%	12	-14%	-6	17	-2	-12
C[C@@H](C(=O)Nc1nc2ccc(F)cc2s1)N1C(=O)C2CC=CCC2C1=O (stereo not given in full)	-4%	0.1%	-9%	0%	-11%	0	10%	0	1	21	-3
CN(C)S(=O)(=O)c1ccc(NC(=O)COC(=O)c2ccccn2)cc1	4%	0.3%	0%	3%	9%	-17	-1%	0	7	-2	-1
COc1ccccc1-n1ccnc1SCC(=O)NC1CCCC1	3%	0.1%	-3%	0%	2%	2	2%	0	3	3	-3
O=C(NCC1CCCO1)c1ccccc1NS(=O)(=O)c1ccc(F)cc1 (stereo not given)	-4%	0.2%	x	x	x	-17	x	x	60	0	12
CC12CC(NC(=O)N1CCc1ccccc1)c1cc(Cl)ccc1O2 (stereo not given)	0%	-0.5%	-1%	2%	0%	9	23%	-1	-2	-6	-6
Cc1sc2ncn(CCn3cnc4sc(C)c(C)c4c3=O)c(=O)c2c1C	-1%	-0.5%	-3%	1%	-18%	21	-3%	-2	-14	-2	-8
COc1ccc(S(=O)(=O)N2CCOC2CNC(=O)C(=O)NCc2ccc(F)cc2)cc1OC (stereo not given)	1%	0.2%	20%	-2%	x	13	-2%	x	3	-1	7
CC(=O)N1CCc2cc(S(=O)(=O)CCC(=O)NCc3ccc(F)cc3)ccc21	1%	-1.1%	-9%	2%	x	2	x	x	-7	2	9
COc1ccccc1NC(=S)NCCc1ccc(Cl)cc1	2%	0.4%	9%	-2%	u	15	-3%	0	11	u	1
CC(C)(C)n1ncc2c(=O)n(Cc3ccc(Cl)cc3Cl)cnc21	2%	-0.7%	-5%	1%	-14%	-3	11%	3	-5	28	-11
Cn1c(N)c(C(=O)COC(=O)C2CCC(C(C)(C)C)CC2)c(=O)n(C)c1=O (stereo not given)	0%	0.1%	11%	1%	x	-13	-13%	1	4	-3	-27
CC(C)Cn1c(N2CCN(C(=O)/C=C/c3ccccc3)CC2)nc2ccccc21	-3%	0.0%	-12%	4%	u	-1	-1%	2	47	u	-10

Taken from above:
Result for C[C@@H](C(=O)Nc1nc2ccc(F)cc2s1)N1C(=O)C2CC=CCC2C1=O (stereo not given in full) in Menin-MLL TR inh: -11%
Result for CC(Sc1nnc(C2CC2)n1C1CC1)C(=O)Nc1cccc(S(=O)(=O)N2CCOCC2)c1 (stereo not given) in B2AR arrestin: -0.1%

A portion of the library. The share of hits here may be higher or lower than overall.
